Growth percent in the NCI-60 one-dose screen (48 h, 10 µM unless noted): 100 = growth as untreated, 0 = no growth, -100 = all killed.
HOP-62 = HOP-62 NSCLC | hit rate 3.9% among 80,000
HOP-92 = HOP-92 NSCLC cells. hit rate 6.3% among 71,000. AID 1794738
RPMI-8226 = RPMI-8226 leukemia cells | hit rate 7.5% among 77,000
CCRF-CEM = CCRF-CEM leukemia; hit rate 7% among 77,000
MOLT-4 = MOLT-4 leukemia cells. hit rate 6.9% among 80,000
EKVX = EKVX NSCLC; hit rate 3% among 71,000
A549/ATCC = A549/ATCC NSCLC; hit rate 3.7% among 81,000
SR = SR leukemia cells; hit rate 8.7% among 73,000
* hit, by the source's call; · = no result given; & = joins results of further samples. How the source made its calls: active means growth percent below 10; inactive means the rest.

item	canonical_smiles	HOP-62	HOP-92	RPMI-8226	CCRF-CEM
1	CC1=C(C(=O)/C=C/c2ccc(N(C)C)cc2)C(c2ccccc2)NC(=S)N1 (stereo not given)	106	97	101	108
2	CC(=O)Oc1nc2[nH]c(=O)sc2c(C)c1Cc1ccccc1	97	88	101	109
3	O=C1CCSC(=S)N1c1ccccc1	107	96	102	106
4	Cc1nn(-c2ccccc2)c2nc(C)n(C(=O)N/N=C/c3ccccc3)c(=O)c12	102	99	103	96
5	CCCCCCC(CO)CCCC (stereo not given)	97	124	136	103
6	COc1ccccc1[C@H]1C(C(=O)c2ccc(O)cc2)C2(N[C@@H]1c1ccccc1)C(=O)Nc1ccccc12 (stereo not given in full)	108	101	69	74
7	Cc1cc(=O)oc2cc(OCC(O)CNN3C(=O)c4cccc5c(N6CCCCC6)ccc(c45)C3=O)ccc12 (stereo not given)	112	61	74	88
8	CC(C)OC(=O)c1ccc2n1CCc1cnc(Nc3ccccc3)nc1-2	·	82	82	77
9	Oc1ccc(C(c2ccccc2)c2ccccc2)c2ccccc12	88	86	65	82
10	CCN(CC)c1ccc2cc(C(Nc3cc(OC)ccc3OC)c3nnnn3C(C)(C)C)c(=O)oc2c1 (stereo not given)	90	78	97	108
11	Clc1cc(Cl)c(-c2nc(-c3ccccc3)no2)cn1	88	91	101	86
12	COc1cc(C(=O)n2cc(-c3ccc(Cl)cc3)c(N)n2)cc(OC)c1OC	100	77	112	82

item	MOLT-4	EKVX	A549/ATCC	SR
1	101	98	106	97
2	101	99	96	109
3	100	95	102	127
4	102	94	101	115
5	87	·	114	93
6	40	71	72	·
7	64	80	87	50
8	84	73	57	85
9	68	107	83	81
10	74	77	89	107
11	38	98	100	·
12	48	93	80	110

Exported tab-delimited: part of the list above
#	molecule	HOP-62	HOP-92	RPMI-8226	CCRF-CEM	MOLT-4	EKVX	A549/ATCC	SR
6	COc1ccccc1[C@H]1C(C(=O)c2ccc(O)cc2)C2(N[C@@H]1c1ccccc1)C(=O)Nc1ccccc12 (stereo not given in full)	108	101	69	74	40	71	72	·
12	COc1cc(C(=O)n2cc(-c3ccc(Cl)cc3)c(N)n2)cc(OC)c1OC	100	77	112	82	48	93	80	110

The listing picks up with the two entries that preceded the break.
item	canonical_smiles	HOP-62	HOP-92	RPMI-8226	CCRF-CEM
11	Clc1cc(Cl)c(-c2nc(-c3ccccc3)no2)cn1	88	91	101	86
12	COc1cc(C(=O)n2cc(-c3ccc(Cl)cc3)c(N)n2)cc(OC)c1OC	100	77	112	82
13	Clc1ccc2[nH]cc([C@@H]3CCC[C@H](c4c[nH]c5ccc(Cl)cc45)c4c3[nH]c3ccc(Cl)cc43)c2c1	63	65	72	56
14	COc1ccccc1C(=O)Nc1ccc(-c2cc(=O)c3c(O)c(OC)c(OC)cc3o2)cc1	83	98	98	105
15	CCN1CCN(C(=S)SCC(=O)Nc2nc3ccc(Cl)cc3s2)CC1	100	69	91	·
16	C=C1C(=O)O[C@H]2[C@H]1CC/C(COC(=O)NCCCCNC(=O)OC/C1=C/CC[C@@]3(C)O[C@H]3[C@H]3OC(=O)C(=C)[C@@H]3CC1)=C\CC[C@@]1(C)O[C@@H]21	74	-33*	-28*	-34*
17	Nc1c(Cl)cc(Cl)cc1[N+](=O)[O-]	96	95	102	101
18	CC(CC1c2ccccc2CCc2ccccc21)CN(C)C (stereo not given)	83	59	92	93
19	c1cc[n+](Cc2ccnc3ccccc23)cc1	94	48	97	·
20	CCCCCC(CCC)(C(=O)OCC)C(=O)OCC	97	109	100	108
21	O=C(N/N=C/c1ccc(F)cc1F)c1cc(-c2nc3ccccc3[nH]2)nc2ccccc12	100	95	93	105
22	Cc1cc(C)nc(N)n1	99	·	117	109
23	c1ccc(CN(Cc2ccccc2)Cc2cccc3ccccc23)cc1	108	·	100	97
24	C#CC(F)(F)[C@]1(O)CCC2C3CCC4=CC(=O)CCC4=C3[C@@H](c3ccc(N(C)C)cc3)C[C@@]21C (stereo not given in full)	91	68	75	57

item	MOLT-4	EKVX	A549/ATCC	SR
11	38	98	100	·
12	48	93	80	110
13	23	·	42	25
14	103	105	93	88
15	95	88	95	95
16	-15*	89	95	-1.8*
17	107	97	96	117
18	81	99	96	85
19	108	·	107	24
20	87	123	84	89
21	96	95	100	77
22	88	116	104	99
23	·	100	104	·
24	75	90	65	64

Additional records follow:
item	canonical_smiles	HOP-62	HOP-92	RPMI-8226	CCRF-CEM
25	Cn1c(=O)cc(Cl)[nH]c1=O	98	109	105	·
26	CCOC(=O)C(=Cc1ccc(Br)cc1)C(=O)OCC	0.5*	·	-34*	-29*
27	CC(=O)c1c(C)cc(C)c(Br)c1C	113	·	107	96
28	O=C1c2ccccc2C(=O)N1c1ccc2oc(=O)ccc2c1	111	100	108	122
29	CCOC(=O)c1c2c(cn1Cc1ccc(C)cc1)-c1oncc1CC2	·	60	89	97
30	CCOC(=O)c1nn(-c2ccccc2)cc1C(=O)c1cc2cc(Br)ccc2oc1=O	112	110	85	90
31	CSC(NC(=O)c1ccccc1)=C(C#N)C#N	89	79	99	99
32	CCN(CC)C(=O)COc1ccc(C=C2C(=O)N(C)C(=O)N(C)C2=O)cc1	117	103	108	97
33	NS(=O)(=O)c1ccc(CCN2C(=O)/C(=C\c3ccc(Cl)cc3)C=C2c2ccc(F)cc2)cc1	83	·	70	69
34	COc1cc(/C=C2\C(=O)ON=C2C)cc(OC)c1OC	97	88	96	93
35	NCCSC(c1ccccc1)(c1ccccc1)c1ccccc1	41	-2.1*	-25*	2.4*
36	CCNC(=O)Oc1ccc(/C(=C(/C)Cc2ccc(OC)cc2)c2ccc(OCCN3CCOCC3)cc2)cc1	96	85	82	76

item	MOLT-4	EKVX	A549/ATCC	SR
25	78	108	94	96
26	-8.8*	51	-26*	-42*
27	109	106	108	·
28	111	104	100	106
29	91	84	90	84
30	86	108	108	·
31	·	90	96	·
32	102	100	105	90
33	63	81	63	58
34	102	98	96	·
35	3.4*	·	20	·
36	50	91	83	63

Continuation:
item	canonical_smiles	HOP-62	HOP-92	RPMI-8226	CCRF-CEM
37	COc1ccc(-c2nnc(-c3c(-c4ccc(F)cc4)nc4ncccn34)o2)cc1	99	·	98	102
38	N#Cc1c(N)nc2c(c1N)C(c1ccc(Cl)cc1)C1=C(CCCC1=O)N2c1sc2c(c1C#N)CCCC2 (stereo not given)	80	62	75	-34*
39	N#CC1=C(N)Oc2cc(O)ccc2C1c1cc2ccccc2n2nnnc12 (stereo not given)	92	97	88	89
40	O=c1cc[nH]cc1[N+](=O)[O-]	99	·	95	95
41	c1ccc2c(-c3c4ccsc4cc4[nH]c5ccccc5c34)c[nH]c2c1	40	63	15	20
42	CCCCCCNC(=O)Nc1ncnc2c1ncn2-c1ccccc1	78	89	91	103
43	Cc1nc2ccccc2n1-c1ncnc2c1CC(C)c1ccccc1N2C (stereo not given)	68	51	·	76
44	COc1ccc(NCc2ccc(CO)n2Cc2ccccc2)cc1	86	102	96	80
45	CCCCCCNC(=O)Oc1ccc(/C(=C(/C)c2ccc(Cl)cc2)c2ccc(OCCN3CCCCCC3)cc2)cc1	77	84	64	46
46	CCN1C(=O)N(CC)C2C1N=C(SC)N2/N=C/C=C/c1ccccc1OC (stereo not given)	25	·	·	12
47	CCN1CCN(C2=NC(=O)/C(=C\c3ccccc3)S2)CC1	98	81	103	93
48	C=C(C)c1ccc(C)c(C)c1	104	93	91	98

item	MOLT-4	EKVX	A549/ATCC	SR
37	89	113	105	87
38	90	94	90	42
39	86	113	88	91
40	91	100	96	105
41	32	53	39	26
42	102	92	88	99
43	60	93	71	20
44	·	97	92	·
45	33	77	74	2.6*
46	15	23	18	13
47	112	94	102	112
48	108	110	99	91

Going on with the list.
item	canonical_smiles	HOP-62	HOP-92	RPMI-8226	CCRF-CEM
49	COC(=O)C1CCC(=O)CC1	123	·	90	88
50	Cc1ccc(N2C(=O)c3ccccc3C2(O)c2ccccc2)cc1 (stereo not given)	108	·	105	88
51	CSCCC(NC(=O)OCc1ccccc1)C(=O)O (stereo not given)	104	113	103	·
52	C=C(C)[C@@H]1CC[C@]2(C(=O)NCCNCCN)CC[C@]3(C)[C@H](CC[C@@H]4[C@@]5(C)CCC(=O)C(C)(C)[C@@H]5CC[C@]43C)[C@@H]12	96	81	77	91
53	CC(C)OC(=O)Nc1cc(C(F)(F)F)ccc1F	104	100	96	100
54	CCCCOC1=C(OCCCC)C(=O)c2ccccc2C1=O	97	81	98	78
55	COc1ccc(-c2c(C(=O)O)nnn2-c2cc(OC)c(OC)c(OC)c2)cc1	105	111	98	101
56	CC(c1nnnn1-c1ccc(Br)cc1)N1C(=O)c2ccccc2C1=O (stereo not given)	101	96	104	104
57	C=C1C(=O)O[C@H]2[C@H]1CC/C(C(=O)NCCCNC(=O)/C1=C/CC[C@@]3(C)O[C@H]3[C@H]3OC(=O)C(=C)[C@@H]3CC1)=C\CC[C@@]1(C)O[C@@H]21	102	118	100	96
58	COc1ccc(/C=C2\N=C(C)N(CCc3ccc(S(N)(=O)=O)cc3)C2=O)cc1	87	93	77	92
59	O=C(O)c1cccc(S)c1	110	96	102	·
60	CCC(C)NCCOC(=O)c1ccccc1 (stereo not given)	90	104	104	98
61	COc1ccc(N=Nc2c(N)nn3c(-c4ccccc4)ccnc23)cc1	92	83	95	96
62	Nc1ccc(Cl)cc1C(=O)c1ccc[nH]1	107&99	86&98	100&101	97&80

item	MOLT-4	EKVX	A549/ATCC	SR
49	98	88	·	103
50	97	93	101	112
51	87	·	100	78
52	84	101	99	72
53	103	96	99	111
54	84	116	111	104
55	84	·	99	75
56	101	98	105	98
57	103	97	96	97
58	93	88	90	87
59	·	100	99	·
60	102	118	92	93
61	90	75	104	99
62	93&83	113	103&94	96&102

Random excerpt: 6 entries already listed
item	canonical_smiles	HOP-62	HOP-92	RPMI-8226	CCRF-CEM
51	CSCCC(NC(=O)OCc1ccccc1)C(=O)O (stereo not given)	104	113	103	·
55	COc1ccc(-c2c(C(=O)O)nnn2-c2cc(OC)c(OC)c(OC)c2)cc1	105	111	98	101
57	C=C1C(=O)O[C@H]2[C@H]1CC/C(C(=O)NCCCNC(=O)/C1=C/CC[C@@]3(C)O[C@H]3[C@H]3OC(=O)C(=C)[C@@H]3CC1)=C\CC[C@@]1(C)O[C@@H]21	102	118	100	96
60	CCC(C)NCCOC(=O)c1ccccc1 (stereo not given)	90	104	104	98
59	O=C(O)c1cccc(S)c1	110	96	102	·
62	Nc1ccc(Cl)cc1C(=O)c1ccc[nH]1	107&99	86&98	100&101	97&80

item	MOLT-4	EKVX	A549/ATCC	SR
51	87	·	100	78
55	84	·	99	75
57	103	97	96	97
60	102	118	92	93
59	·	100	99	·
62	93&83	113	103&94	96&102

Hits appear at their usual frequency (roughly 12% active in at least one column).
